High-throughput results as filed in PubChem BioAssay.
PG9 binder – small molecules binding HIV-1 gp120 antibody PG9 | TR-FRET gp120-PG9 antibody binding | inhibition, % at 6.7 µM | actives 0.43% (n = 360,000); in the data active = inhibition above about 8.5%
NR1D1 modulator – modulators of human Rev-erb alpha DNA binding. activity, % at 10 µM. P20393. actives 0.79% (n = 370,000). Rev-erbα–FITC-DNA binding, fluorescence polarization, 90 min;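 active = activity above about 14%, limit read from the data; passing the limit was not always enough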;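 note: 0% = DMSO wells with 35 nM protein and 100% = DMSO wells with 750 nM protein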
Target sequence (P20393 whole entry, looked up): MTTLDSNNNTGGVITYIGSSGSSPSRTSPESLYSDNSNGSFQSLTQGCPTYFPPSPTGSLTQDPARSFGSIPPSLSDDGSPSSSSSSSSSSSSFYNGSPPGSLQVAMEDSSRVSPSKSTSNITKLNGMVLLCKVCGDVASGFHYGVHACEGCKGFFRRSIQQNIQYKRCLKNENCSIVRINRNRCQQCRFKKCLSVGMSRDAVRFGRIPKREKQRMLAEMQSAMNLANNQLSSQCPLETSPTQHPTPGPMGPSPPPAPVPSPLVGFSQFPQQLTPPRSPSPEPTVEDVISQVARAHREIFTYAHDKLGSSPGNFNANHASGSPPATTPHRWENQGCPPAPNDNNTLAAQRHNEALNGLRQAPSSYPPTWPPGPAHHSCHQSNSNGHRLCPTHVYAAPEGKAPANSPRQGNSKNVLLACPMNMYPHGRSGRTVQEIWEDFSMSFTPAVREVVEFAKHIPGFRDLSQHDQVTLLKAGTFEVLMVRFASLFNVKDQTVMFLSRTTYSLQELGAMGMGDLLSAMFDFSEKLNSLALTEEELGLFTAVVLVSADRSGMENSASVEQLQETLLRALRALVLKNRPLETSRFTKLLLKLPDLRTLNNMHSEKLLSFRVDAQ
GC-A act – GC-A (human) enzyme activation; P16066; HEK293 GC-A cells, cGMP TR-FRET, EC30 ANP; 0% at EC30 ANP, 100% saturating ANP; activation, % at 10 µM; actives 0.14% (n = 370,000); AID 1671463; in the data active = activation above about 40%
mABHD4 FP – ABHD4 (mouse) inhibition, primary FP screen; purified mABHD4, FP-Rh probe fluorescence polarization; actives 0.54% (n = 370,000); inhibition, % at 8.92 µM;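 active = inhibition exceeding the mean over every tested compound plus 3 SD, cut at about 30% in these data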;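 note: 0% = plate median of compound wells and 100% = S159A mutant with DMSO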
Target sequence (Q8VD66 whole entry, looked up): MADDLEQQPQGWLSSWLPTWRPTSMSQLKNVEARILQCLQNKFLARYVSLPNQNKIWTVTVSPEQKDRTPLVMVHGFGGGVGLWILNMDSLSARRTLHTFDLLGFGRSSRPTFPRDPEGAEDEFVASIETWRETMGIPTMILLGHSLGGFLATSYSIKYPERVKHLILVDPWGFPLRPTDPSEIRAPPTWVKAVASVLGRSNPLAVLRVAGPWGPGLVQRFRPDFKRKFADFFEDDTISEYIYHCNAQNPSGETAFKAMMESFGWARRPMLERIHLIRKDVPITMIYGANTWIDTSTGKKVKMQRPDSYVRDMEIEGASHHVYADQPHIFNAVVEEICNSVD
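Test system: mABHD4 protein | Buffer or medium: HEPES pH 7.0 buffer, 150 mM NaCl, 0.01% Pluronic F-127 | Probe or stimulus: FP-Rh fluorescent activity-based probe, added after compound pre-incubation | Timing: Pre-incubation 45 min, probe exposure 60 min, at 25 °C | Technique: Fluorescence polarization, excitation 525 nm, emission 598 nm, BODIPY TMR filters | Repeats: Single well per compound (singlicate)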
ARFGAP1 inh – inhibitors of rat ARFGAP1 | inhibition, % at 16.5 µM | Arfgap1-stimulated ARF1 GTP hydrolysis, GDP FP detection | Q62848 | AID 651572 | actives 0.26% (n = 360,000);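 active = inhibition above a per-plate limit, mean inhibition of low control wells plus 3 SD, cut at about 25% in these data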;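 note: 0% = DMSO wells with enzyme and 100% = wells lacking Arfgap1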
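System: truncated rat Arfgap1 GAP domain / Medium: HEPES-based buffer, pH 7.5 / Also added: N-terminally truncated human ARF1-GTP substrate / Incubation: enzyme reaction 120 min at 25 °C after 20 min preincubation / Measured by: FP of antibody-bound GDP Alexa 633 tracer, ex 620/em 688 nm / Replicates: singlicate, each compound tested once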
HTRA1 inhibitor – inhibitors of human serine peptidase HTRA1 | Q92743 | inhibition, % at 5.96 µM | actives 0.5% (n = 340,000) | recombinant HTRA1, FP-rhodamine activity-based probe, fluorescence polarization | AID 504803; in the data active = inhibition above about 36%;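 note: 0% = enzyme with DMSO and 100% = wells lacking enzyme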
rCAG RNA binder – r(CAG) repeat RNA binding. TO-PRO-1 dye displacement fluorescence. inhibition, % at 3 µM. actives 1.3% (n = 370,000);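 active = inhibition above the plate cutoff, the mean of all test compounds on that plate plus 3 SD, cut at about 35% in these data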;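 note: 0% = DMSO alone and 100% = 100 µM mitoxantrone as full dye displacement; higher means more dye released from RNA so lower well fluorescence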
GC-B act – GC-B (human) receptor activation. HEK293-GC-B cells, CNP EC30, cGMP TR-FRET; 0% at EC30 CNP, 100% saturating CNP. activation, % at 10 µM. actives 0.11% (n = 370,000);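 active = activation at 10 µM reaching about 35% in either raw or pattern-adjusted values, limit read from the data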
ASAP1 GAP inh – blocks human ASAP1-stimulated Arf1 GTP hydrolysis. Q9ULH1. GDP FP detection. inhibition, % at 16.5 µM. actives 0.19% (n = 360,000); in the data active = inhibition above about 25%;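 note: 0% = vehicle with enzyme and substrate and 100% = no enzyme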
SMARCA2 activ – increases SMARCA2 function in MMTV reporter cells | MG213 cells, MMTV-luciferase reporter, dexamethasone, overnight | activation, % at 9.1 µM | actives 1% (n = 370,000); in the data active = activation above about 7.8%;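 note: 0% = vehicle wells and 100% = reference activator wells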
Active calls of the source: *; · = no result given.

SMILES	PG9 binder	NR1D1 modulator	GC-A act	mABHD4 FP	ARFGAP1 inh	HTRA1 inhibitor	rCAG RNA binder	GC-B act	ASAP1 GAP inh	SMARCA2 activ
CC1=CC(=C2C(=O)c3ccccc3C2=O)C=C(C)O1	2.4	2	-20	5	-9	-7	7	-5	-9	2
CN(C)S(=O)(=O)c1ccc(N2CCCC2)c(C(=O)NC2CCC(O)CC2)c1 (configuration not stated)	-1.1	2	3	-1	-13	9	3	-7	0	-4
Cc1ccc(NC(=O)NNS(=O)(=O)c2ccc(Br)cc2)cc1	-0.1	4	-1	3	-6	3	2	4	-2	1
Brc1ccccc1OCCOc1cccc2cccnc12	0.0	7	-3	-2	6	1	0	-9	-9	-1
CCN(CC(=O)Nc1cccc(S(=O)(=O)N2CCCC2)c1)CC(=O)Nc1ccccc1OC	-1.5	-2	3	-1	0	-10	-2	4	-5	-2
Cc1csc(=O)n1CC(=O)OCc1nnc(-c2ccccc2)o1	0.7	-10	1	0	5	0	0	3	-2	-1
CCOc1cc(Br)ccc1S(=O)(=O)N1CC(C)OC(C)C1 (configuration not stated)	-1.1	-7	4	3	0	-4	-3	1	0	-4
CC(=O)c1ccc(Oc2nc3c(c(=O)n(C)c(=O)n3C)n2C)cc1	0.0	4	2	-1	12	3	-3	-3	-12	-1
CC(C)CNC(=O)OCc1cn(Cc2ccccc2)nn1	·	7	3	6	·	·	1	3	·	-1
CCOc1ccc(S(=O)(=O)NCCC(=O)OCC(=O)c2ccc[nH]2)cc1	-0.3	-6	1	3	6	-6	0	0	4	-1
C#CCOCCOCCOCCNc1nc(N2CCN(C(=O)Cn3cc(CCO)nn3)CC2)nc(N2CCN(C(=O)[C@H]([C@@H](C)CC)n3cc(CCCCN)nn3)CC2)n1	-2.4	4	-1	1	5	-1	-4	5	-2	0
O=C1c2ccccc2C(=O)N1CCc1c(-c2ccccc2)[nH]c2ccccc12	1.2	10	0	-7	-8	-22	8	-3	12	-1
Cn1c(=O)cc(OCC(=O)NCc2ccccn2)c2ccccc21	-0.2	-1	-2	-4	-2	4	-5	0	-4	-4
CC1CCC(C(C)C)C(OC(=O)Cn2c(-c3ccc(F)cc3)[n+](C)c3ccccc32)C1 (configuration not stated)	-1.2	3	-6	0	5	-9	10	6	7	-5
CCc1ccc2nc(N(CCCN(C)C)C(=O)c3ccc(S(=O)(=O)N4CCCc5ccccc54)cc3)sc2c1	-1.1	4	-8	11	-4	-28	2	-3	2	-2
COCCNC(=O)C(c1cccs1)N(Cc1ccccc1)C(=O)Cn1nnc2ccccc21 (configuration not stated)	0.8	0	-11	1	-12	6	-5	-9	2	-5
CC1(C(=O)Nc2ccc3c(c2)OCO3)CCN1C(=O)C1CCCCC1 (configuration not stated)	1.6	5	-1	-6	-11	·	3	-7	-10	-6
Cc1cc(NC(=O)c2ccc3c(c2)C(=O)N(C)C3=O)no1	-0.1	-2	5	9	-3	0	0	-5	-1	2
COc1ccccc1-n1ccnc(SCC(=O)NCCc2ccccc2)c1=O	-0.6	-1	-1	-3	18	-3	-5	0	-6	0
CCC(C)(C(=O)NC1CCCC1)N(Cc1ccco1)C(=O)Cc1cccs1 (configuration not stated)	-0.8	-4	-12	-6	-6	-2	-4	-8	0	0
COCCCN(C(=O)c1cc2c(s1)CCC2)c1c(N)n(Cc2ccccc2)c(=O)[nH]c1=O	0.3	-20	-2	7	5	5	13	0	12	-2
O=c1cc(C(F)(F)F)[nH]c2ccc(C(F)(F)F)cc12	-0.4	3	0	-5	18	6	-1	1	-1	-7
COc1ccccc1N1CCN(C(=O)c2cc(-c3ccc(Br)cc3)on2)CC1	0.5	4	1	6	0	1	2	3	17	4
[O-]/[N+](=C\c1ccc(OC(F)F)cc1)c1ccccc1	-1.1	1	4	4	7	6	6	6	0	1
O=C(CSc1nnc(CN2CCOCC2)n1-c1ccc(Cl)cc1)Nc1ccc2c(c1)OCO2	0.4	-3	-12	-1	-5	1	-2	-7	-9	3
O=C(Cc1c(F)cccc1Cl)Nc1ccccc1-c1ccccc1	-1.1	2	0	-4	0	-11	-5	0	5	-1
COCCCNC(=O)Cn1cnc2sc(C)c(S(=O)(=O)N3CCN(c4ncccn4)CC3)c2c1=O	-1.8	-8	-1	-3	-6	2	5	0	5	-4
O=C(Nc1cccc(NC(=O)c2ccco2)c1)c1ccc2c(c1)OCCO2	-1.1	-3	-1	-4	0	-9	0	-3	14	4
NC(=O)C1CCN(C(=O)COc2cccc3ccccc23)CC1	-2.2	·	·	-1	-2	1	0	·	-4	-1
O=C(COC(=O)c1ccc(O)cc1O)NNC(=O)c1cccs1	1.6	8	2	1	-17	2	1	-5	1	2
CC1CC(C)CN(C(=S)Nc2ccc(SC(F)F)cc2)C1 (configuration not stated)	-1.7	0	2	5	5	-11	-1	1	11	0
CCCCc1nnc(NC(=O)CSc2nc(=O)cc(N)n2-c2cccc(C)c2)s1	-0.4	-2	-1	1	17	1	-3	-2	5	1
CCS(=O)(=O)CCSc1nc(C)cc(C)n1	-0.1	1	0	1	0	-1	-2	4	8	-1
COCCN(Cc1cc2cc3c(cc2nc1Cl)OCO3)C(=O)c1ccc(C)cc1	0.9	5	-21	0	5	-5	-4	-9	12	-2
COc1cccc(C(=O)CSc2nc3ccccc3n2CC(=O)N2CCOCC2)c1	-0.6	3	-3	0	-8	9	6	-1	0	3
CCC(=O)N(CCC(c1ccccc1)c1ccco1)Cc1cccs1 (configuration not stated)	0.4	6	-12	-10	-3	-17	8	-7	-7	-4
O=C(COC(=O)c1cccc(O)c1)Nc1nnc(-c2ccccc2)o1	-0.5	-5	0	1	7	7	8	1	3	0
O=[N+]([O-])c1cccc(-c2cn(-c3ccccc3)c(=S)[nH]2)c1	-1.6	-16	3	0	17	3	6	-2	8	3
NS(=O)(=O)c1ccc(CCNC(=O)COC(=O)CC(c2ccccc2)c2ccccc2)cc1	-0.5	4	3	4	3	·	5	-1	-3	-7
Cc1cc(=O)oc2c(CN3CCC(C)CC3)c(O)c(Cl)cc12	1.4	-7	6	28	4	11	-1	7	1	-3
CN(CC(=O)N1CCN(Cc2ccccc2)CC1)S(=O)(=O)c1cccc2nsnc12	-0.1	9	1	-4	2	-7	-5	1	-2	-5
COc1ccccc1C(=O)NCC(=O)OCC(=O)c1ccc2c(c1)-c1ccccc1C2	4.7	18	0	-35	2	-37	6	-4	-6	1
Clc1cccc(Nc2nc(-c3cccnc3)cs2)c1	0.1	4	12	22	5	-15	8	10	-2	6
CCOC(=O)c1ccccc1NC(=O)COC(=O)CCC1CCCC1	0.4	10	-5	-8	-6	-5	-1	2	-3	-3
COc1cc(/C=C(/NC(=O)c2ccccc2Cl)C(=O)O)cc(OC)c1OC	-0.2	-3	1	-3	-10	1	0	2	-13	0
O=C(NNC(=O)c1ccccc1[N+](=O)[O-])c1ccco1	-1.9	-1	-1	4	2	-8	1	-3	-7	-2
COC(=O)C1=C(C)N(Cc2ccc(C(F)(F)F)cc2)C(=NCc2ccccc2)NC1c1cccc(Cl)c1 (configuration not stated)	0.6	1	-22	37*	-6	·	6	-25	-5	-8
O=C(O)/C(CC(=O)c1ccc(Cl)cc1)=N/Nc1ccc([N+](=O)[O-])cc1[N+](=O)[O-]	-0.6	11	-1	11	5	11	92*	0	-1	-3
CCOC(=O)N1CCN(S(=O)(=O)c2cc([N+](=O)[O-])c(C)cc2C)CC1	-3.2	-3	0	5	-5	-2	0	0	-8	-2
O=c1c2ccccc2nnn1CSc1ncnc2ccccc12	-1.6	4	1	-1	3	0	0	-2	-2	1
O=C(NCCC(=O)N1CCN(Cc2c(F)cccc2Cl)CC1)c1ccc(Cl)cc1	-1.4	-4	-13	4	-4	1	1	-12	-1	0
CCCc1cc(NC(=O)CCl)n(-c2ccccc2)n1	-2.9	-4	1	-3	-6	1	1	2	-20	2
CC(C)(C)C(=O)NC(=S)NNC(=O)c1ccc(Cl)cc1Cl	2.5	-11	1	-6	-8	12	6	-1	8	-4
O=C(CSc1nnnn1C1CC2CCC1C2)Nc1ccnc2ccccc12 (configuration not stated)	-2.6	2	-5	7	7	-8	1	0	4	-3
CCCC(C(=O)c1ccccc1)n1cncn1 (configuration not stated)	-1.4	-4	0	1	0	2	0	1	1	-1
O=C(c1ccc(-c2nnc(-c3ccccc3)o2)cc1)N1CCCCCC1	2.3	5	-8	-3	-7	3	-7	-5	8	-5
CN(c1ccccc1)S(=O)(=O)c1ccccc1Br	0.7	0	3	1	8	-5	-1	-2	0	0
CCOC(=O)c1c(CN(C)C)n(C)c2c(O)c(N=NC(N)=O)c3ccc(Br)cc3c12	-2.3	-6	0	10	13	1	11	17	-10	9.1*
COc1ccc(-n2c(=O)cc(N3CCc4ccccc43)[nH]c2=O)cc1	-1.8	3	-1	-4	-12	0	5	-1	-2	-3
Cc1nc2c(C(=O)NCc3ccc4c(c3)OCO4)cnn2c(C)c1Cc1ccc(F)cc1Cl	-2.2	3	-3	-5	12	-11	4	-6	-6	-1

Continuation.
SMILES	PG9 binder	NR1D1 modulator	GC-A act	mABHD4 FP	ARFGAP1 inh	HTRA1 inhibitor	rCAG RNA binder	GC-B act	ASAP1 GAP inh	SMARCA2 activ
CCOC(=O)C1CSC(CC(=O)Nc2ccc(OC(F)(F)F)cc2)C(=O)N1 (configuration not stated)	-3.2	3	1	1	5	0	-6	6	1	2
O=C(COC(=O)COc1cccc(C(F)(F)F)c1)NC1CCS(=O)(=O)C1 (configuration not stated)	0.7	1	-9	2	3	5	-2	-6	-5	2
C/C(=N\N1C(=O)CSC1=S)c1ccc(Br)cc1	-1.3	5	3	-5	-8	-4	11	-3	-4	-5
CC(C)(C)C(c1nc2ccccc2[nH]1)n1c(-c2cccc(S(C)(=O)=O)c2)nc2ccccc21 (configuration not stated)	0.0	1	-16	-2	-3	·	4	-12	-1	6
CCOC(=O)c1ccc(NC(=O)CC2S/C(=N/N=C3/NC(=O)CS3)NC2=O)cc1 (configuration not stated)	0.5	1	-4	-10	0	0	8	1	-3	-2
Cc1ccc(C(=O)N/C(=C\c2ccccc2)C(=O)NCC2CCCO2)cc1 (configuration not stated)	-2.5	-2	-1	-1	-1	-2	3	1	0	-1

Hits appear at their usual frequency; overall some 4.4% were active at least once.
